FEN1 inhibitor – inhibitors of human flap endonuclease 1; AID 588795; 390,000 tested, 0.35% active; Potency, µM (series often up to 114 µM), without a hit: at the highest dose activity change, negative = inhibition, most hits filed as inhibitors; P39748; Recombinant FEN1 flap cleavage, fluorescence, 15 min; also: nearly all actives have a fitted effect of over 65% in size
Target sequence (P39748 whole entry, looked up): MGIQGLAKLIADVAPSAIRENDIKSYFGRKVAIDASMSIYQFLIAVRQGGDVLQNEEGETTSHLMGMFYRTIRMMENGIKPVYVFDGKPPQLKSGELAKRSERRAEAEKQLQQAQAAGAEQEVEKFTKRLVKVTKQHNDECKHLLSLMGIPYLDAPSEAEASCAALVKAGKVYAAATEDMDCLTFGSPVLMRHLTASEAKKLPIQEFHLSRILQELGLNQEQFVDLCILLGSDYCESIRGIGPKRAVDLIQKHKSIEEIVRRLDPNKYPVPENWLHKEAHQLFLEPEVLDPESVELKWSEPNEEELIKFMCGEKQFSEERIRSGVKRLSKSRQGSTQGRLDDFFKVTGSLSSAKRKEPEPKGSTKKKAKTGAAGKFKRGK
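In this screen, 50 nM flap DNA substrate was added to 10 nM FEN1 pretreated with compound for 15 min at room temperature; cleavage was followed with reads at 0 and 15 min, and Hill fitting gave concentration–response parameters.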
N370S GC mod – N370S glucocerebrosidase modulation, Gaucher chaperone candidate. Potency, µM (series often up to 59.4 µM), for the others: top-dose activity change, negative = inhibition, most hits filed as inhibitors. 330,000 tested, 0.092% active. P04062. N370S GC spleen homogenate, 4MU-glucoside fluorescence;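 also: 0% = full enzyme activity and -100% = no enzyme basal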
KAT2A inh – GCN5L2 (KAT2A) acetyltransferase inhibition. Q92830. GCN5L2 HAT assay, ThioGlo1 CoA-SH fluorescence. Potency, µM (highest dose often 58.9 µM), inactives show at the top dose activity change, negative = inhibition, usual class: inhibitors. 390,000 tested, 0.21% active
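GCN5L2 (20 nM) in 50mM HEPES pH 7.5, 0.1mM EDTA, 0.01% Tween-20 preincubated 15 min with compounds at room temperature. Reaction started with H3(1-25) 75uM, acetyl-CoA 70uM, ThioGlo1 50uM; CoA-thiol fluorescence (Ex340/Em540) read at 0 and 20 min.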
* marks the source's active call; other numbers are inactive results; ? = inconclusive; / = not tested or not shown; & = joins results of further samples; [ ] = dose if it differs, or a comment. Calls follow the shape of the dose curve; as a rule, active = well fitted curve in the direction sought with a large enough effect; inconclusive = small, poorly fitted or top-dose-only effect, or another doubt; inactive = no such curve, though single readings can be large; an effect the other way counts as inactive or inconclusive. Unless noted, % is scaled to controls: 0 for no effect and ±100 for the full control effect; potency is read from the fitted curve at half-maximal effect. Hits appear at their usual frequency; overall some 0.54% were active at least once.

cpd	compound	FEN1 inhibitor	N370S GC mod	KAT2A inh
1	Cn1nc(C(=O)NCc2ccccc2Cl)c2c1-c1ccccc1S(=O)(=O)C2	13%&22%	-18%	-5%&-4%
2	COc1ccc(C2C=C(C)Nc3nc4ccccc4n32)cc1 (stereo not drawn)	10%	-3%	-6%
3	CCOCCCNC(=O)C1(O)c2ccccc2NC(=O)N1c1ccc(Cl)c(Cl)c1 (stereo not drawn)	10%	2%	5%
4	COc1ccccc1NC(=O)Oc1ccc(C(C)=O)cc1	-1%	/	-13%
5	C[C@@H](C(=O)Nc1ccc2ccccc2c1)[C@@H]1C[C@@]1(C)[C@@H](NC(=O)OCc1ccccc1)c1ccccc1	-10%	1%&6%	-8%
6	CN(C)/C=N/c1nc(Sc2ccc(C(F)(F)F)cc2[N+](=O)[O-])n[nH]1	-3%	23%	-8%
7	CCOC(=O)c1c(S(=O)(=O)N2CCCC(C)C2)c(C)n(C)c1C (stereo not drawn)	9%	8%	-4%
8	CC(=O)c1c(N2CCN(C)CC2)nc(=S)n(-c2cc(C)ccc2C)c1C	5%	-3%	-1%
9	CC(NC(=O)CN1C(=O)NC(c2ccccc2)(c2ccccc2)C1=O)c1cccs1 (stereo not drawn)	15%	/	-6%
10	O=C(O)CC(=O)Nc1cc(Cl)ccc1O	-5%	/	-4%
11	CCN(CC)C(=O)CSc1nc(-c2ccc(C)cc2)nc2c1Cc1c(CO)cnc(C)c1O2	-21%	/	1%
12	Cc1noc(NC(=O)c2ccccc2C(F)(F)F)c1C#N	0%	-15%	-6%
13	C=C[C@@H]1c2cc(C)ccc2N(S(=O)(=O)c2ccc(C)cc2)[C@H](c2ccc(OC(C)=O)cc2)C1(C#N)C#N	-5%&9%	/	0%
14	OCCSc1nc(-c2cccnc2)nc2ccccc12	?	12%	-2%
15	COc1ccc(NC(=O)Cn2c(=O)n(Cc3ccccc3Cl)c(=O)c3cc(OC)c(OC)cc32)cc1	-2%	/	-1%
16	Cc1ccccc1OCCCn1c(=O)sc2ccccc21	-21%	11%	-2%
17	Cc1cc(C)cc(NC(c2cccc(Cl)c2)c2nnc(-c3ccccc3)o2)c1 (stereo not drawn)	-26%	/	-13%
18	COc1cc(/C=C2/C(=O)NN(c3cccc(Cl)c3)C2=O)cc(Br)c1O	-25%	-5%	-7%
19	CCCn1c(SCC(=O)Nc2ccccc2OC)nnc1-c1ccco1	-5%	2%	-2%
20	N#C/C(C(=O)N1CCOCC1)=C1/SC(Cc2ccc(F)cc2)C(=O)N1c1ccccc1 (stereo not drawn)	15%	-4%	-4%
21	O=C(NC1CCCCCC1)c1cc2n(n1)C(C(F)(F)F)CC(c1ccco1)N2 (stereo not drawn)	50%[activator]	?	0%
22	CN=C1CC(C)(C)CC(=O)/C1=C(/O)CCC(=O)NC	0%	1%	-3%
23	O=c1sc(Nc2ccccc2)nc2ccsc12	-6%	-20%	-3%
24	CCc1ccc(NC(=O)CSc2nccn2-c2cccc(C)c2C)cc1	-27%	/	-11%
25	COC(=O)c1cc2c(s1)-c1ccccc1OC2	-8%	?	?

Four entries from above, ordered by molar mass, falling:
cpd	compound	FEN1 inhibitor	N370S GC mod	KAT2A inh
15	COc1ccc(NC(=O)Cn2c(=O)n(Cc3ccccc3Cl)c(=O)c3cc(OC)c(OC)cc32)cc1	-2%	/	-1%
9	CC(NC(=O)CN1C(=O)NC(c2ccccc2)(c2ccccc2)C1=O)c1cccs1 (stereo not drawn)	15%	/	-6%
1	Cn1nc(C(=O)NCc2ccccc2Cl)c2c1-c1ccccc1S(=O)(=O)C2	13%&22%	-18%	-5%&-4%
21	O=C(NC1CCCCCC1)c1cc2n(n1)C(C(F)(F)F)CC(c1ccco1)N2 (stereo not drawn)	50%[activator]	?	0%

New compounds follow
cpd	compound	FEN1 inhibitor	N370S GC mod	KAT2A inh
26	COc1ccc(/C=C(\C#N)c2cc(OC)c(OC)cc2[N+](=O)[O-])cc1	-14%	-8%	-25%
27	Cc1nn(-c2ccc(Br)cc2)c(=O)c2ccccc12	8%	?	20%
28	CC(C)(Cc1ccc(O)cc1)NC(=O)CC(=O)N=Nc1c(O)[nH]c2cc(Br)ccc12	-14%	11µM*	7%
29	CCn1c(SCC(=O)C(C)(C)C)nnc1-c1ccccn1	-5%	18%	1%
30	CCC(CC)NC(=O)COC(=O)CCC(=O)c1cccs1	-16%	2%	2%
31	CC(=O)N1c2ccc(S(=O)(=O)N(C)C3CCCCC3)cc2CC1C (stereo not drawn)	13%	-5%	-14%
32	CCOc1ccccc1C(=O)N1CCC(c2nc3ccccc3o2)CC1	-4%	/	3%
33	COc1ccccc1CNC(=O)c1cc2cc(S(=O)(=O)N3CCCCC3)ccc2n1C	9%	/	-24%
34	COc1cccc(N(C(=O)c2snc(C(N)=O)c2N)C(C(=O)NCC2CCCO2)c2ccc(F)cc2)c1 (stereo not drawn)	-1%	29%	-6%
35	COc1ccc(S(=O)(=O)NCc2ccc(C(=O)O)cc2)cc1	5%	6%	1%
36	CCOc1ccc(OCC(=O)OCC(=O)NCC2CCCO2)cc1 (stereo not drawn)	-3%	/	-3%
37	CCCCNc1ccc(C(F)(F)F)cc1S(=O)(=O)NCCc1ccc(F)cc1	-4%	/	-14%
38	CCN=c1scc(C)n1/N=C/c1ccsc1	11%	-2%	-2%
39	COc1ccc(N2CCN(C(=O)CSc3nc(-c4ccccc4)no3)CC2)cc1	6%	/	-7%
40	CN(C)C(=O)c1ccc(-c2nc(Nc3ccc(F)cc3)c3ccccc3n2)cc1	/	?	-12%
41	S=C(Nc1cc(Cl)ccc1Cl)Nn1cnnc1	3%	5%	-4%
42	CC1CCCCN1S(=O)(=O)c1ccc(C(=O)Nc2nnc(C3CC3)o2)cc1 (stereo not drawn)	13%	1%	-6%
43	O=C(C[n+]1cc2ccccc2c2ccccc21)c1ccccc1	-13%	2%	1%
44	Cc1ccc2nc(-c3ccccn3)cc(C(=O)Nc3ccc4c(c3)OCO4)c2c1	-3%	12%	-2%
45	Cc1ccc(-c2nnc(N3CCN(CCO)CC3)c3ccccc23)cc1	5%	-14%	-2%
46	COc1ccccc1N1CCN(C(=O)/C=C/c2cccs2)CC1	6%	6%	1%
47	CCc1cccc2c(=O)c(C(=O)NCCN3CCOCC3)c[nH]c12	1%	-1%	-2%
48	O=C(C1CC(=O)N(c2ccc(F)cc2)C1)N1CCCCCC1 (stereo not drawn)	-21%	-13%	0%
49	C/C(=N\OC(=O)c1ccccc1)c1c(C)nc2cc(C)ccn12	-10%	7%	-6%
50	COc1ccc(C(=O)CC(Nc2ccc([N+](=O)[O-])cc2)c2ccc(Cl)cc2)cc1 (stereo not drawn)	-4%	-5%	-11%

Exported with two lines to a compound: three of the compounds above.
Every second line gives: FEN1 inhibitor, N370S GC mod, KAT2A inh
(12) Cc1noc(NC(=O)c2ccccc2C(F)(F)F)c1C#N
 : 0%, -15%, -6%
(13) C=C[C@@H]1c2cc(C)ccc2N(S(=O)(=O)c2ccc(C)cc2)[C@H](c2ccc(OC(C)=O)cc2)C1(C#N)C#N
 : -5%&9%, /, 0%
(14) OCCSc1nc(-c2cccnc2)nc2ccccc12
 : ?, 12%, -2%

Additional compounds:
cpd	compound	FEN1 inhibitor	N370S GC mod	KAT2A inh
51	COc1cc2c(cc1NC(=O)CSc1nc3cc(Cl)ccc3s1)oc1ccccc12	2%	7%	0%
52	O=[N+]([O-])c1ccc(S(=O)(=O)Nc2nnc(C3CCCCC3)s2)cc1	13%	22%	-1%
53	COc1ccc(CCC(=O)N2CCc3ccccc32)cc1	-4%	7%	-1%
54	CCc1ccc(N=c2c([N+](=O)[O-])nn(-c3ccccc3)n2O)cc1	-3%	-22%	-1%
55	COc1cc(C(=O)NCC(=O)NCCCSc2ccccc2)cc(OC)c1OC	-12%	/	-1%
56	COc1ccc(C(c2sc3nc(C)nn3c2O)N2CCN(Cc3ccccc3)CC2)cc1OC (stereo not drawn)	-6%	-3%	-2%
57	O=C(Nc1ccc(S(=O)(=O)N2CCCCC2)cc1)c1cnccn1	7%	-4%	2%
58	CC(=O)CCc1ccc(OCC(O)CNCCOc2ccc(C)cc2)cc1 (stereo not drawn)	-11%	-7%	-3%
59	O=C(Nc1ncc(Br)s1)C1CCCN1S(=O)(=O)c1cccc2cccnc12 (stereo not drawn)	-7%	0%	-1%
60	Cc1cc(C)cc(NC(=O)CCCc2nc(-c3ccccc3Cl)no2)c1	22%	/	-3%
61	Cc1cccc(OCC(=O)N2CCN(C(=O)Cc3ccccc3)CC2)c1	-1%	4%	1%
62	CC(C)(C)n1nc2c(c1NC(=O)COc1ccc3ccccc3c1)CS(=O)(=O)C2	-10%	/	0%
63	COc1cccc(-n2nnc3c(=O)n(CC(=O)NC4CCCC4)cnc32)c1	3%	2%	2%
64	Cc1ccc(N(CC(=O)NCc2ccc3c(c2)OCO3)C(=O)CCC(=O)Nc2ccccn2)cc1	0%	-1%	-4%
65	c1ccc2sc(NC3=NCN(Cc4ccc5c(c4)OCO5)CN3)nc2c1	-14%	13%	-1%
66	C=CC[n+]1c(C)csc1Nc1ccc(C(=O)O)cc1	2%	-15%	-13%
67	COc1ccc(S(=O)(=O)N2CCCC(C(=O)NCC3CCCO3)C2)cc1Cl (stereo not drawn)	4%	-3%	-19%
68	COc1ccc(CN(C(=O)c2cnccn2)C(C(=O)Nc2ccc(F)cc2)c2ccccc2)cc1 (stereo not drawn)	-9%	-34%	-5%
69	COc1ccc(-c2nonc2NC(=O)c2oc3ccccc3c2C)cc1OC	-3%	-14%	-7%
70	O=C(NNC(=O)c1cccc(S(=O)(=O)N2CCN(c3ccccc3)CC2)c1)c1ccc(Cl)cc1	-4%	-5%	31%[activator]
71	CCOC(=O)c1cnn(-c2ccccc2)c1-n1cccc1C(=O)C(=O)N(C)C	5%	-1%	-7%
72	CNC(=O)C(Sc1ccccc1)c1ccccc1 (stereo not drawn)	-10%	-8%	1%
73	COc1ccc(CC(=O)N2CCN=C2SC)cc1	20%	3%	-2%
74	Cc1c(C)n(Cc2ccc(Cl)cc2)c2ccc(C(=O)NCCCN3CCOCC3)cc12	-1%	?	-4%
75	CCn1c2c(c(=O)n3ncc(C(=O)Nc4cc(Cl)ccc4C)c13)CN(Cc1ccc(OC)cc1)CC2	11%	/	-4%
76	CCn1c(SCC(=O)Nc2ccc(N3CCOCC3)cc2)nnc1-c1ccco1	3%	1%	3%
77	CCOC(=O)COc1cccc2c(=O)n(CC(=O)N3CCC(C)CC3)ccc12	29%	-5%	0%
78	CCOC(=O)CN1C(=O)c2ccccc2C1=O	-7%	2%	2%
79	O=C(CSc1ccccn1)Nc1ccc(Br)cn1	-3%	9%	-6%
80	COc1cc(CC(=O)Nc2nccs2)cc(OC)c1OC	-6%	-2%	-6%
81	COc1ccc(CCNC(=O)Cn2nc([N+](=O)[O-])c(Br)c2C)cc1OC	1%	1%	-6%
82	O=S(=O)(Nc1cccc(-c2ccc(N3CCCCCC3)nn2)c1)c1cccc(F)c1	3%&4%	-1%	-12%&-19%
83	CC(C)CCn1cnc2c(cnn2-c2ccc(Cl)cc2)c1=O	-7%	1%	0%
84	COCCCn1c(=S)[nH]c2c(sc3ccccc32)c1=O	1%	6%	?
85	CN(C)S(=O)(=O)N1CCN(CC(O)COc2ccc(C(=O)c3ccccc3)cc2)CC1 (stereo not drawn)	-3%	-1%	-1%
86	CC(Oc1ccc(Br)cc1)C(=O)Nc1ccc(N2CCOCC2)cc1N1CCOCC1 (stereo not drawn)	-2%	0%	-29%
87	COc1ccc(C)cc1N(CC(=O)N/N=C/c1ccc2c(c1)OCO2)S(C)(=O)=O	-5%	-3%	-3%
88	O=C(Cc1ccccc1)NCCn1ccc2ccccc21	-2%	3%	-6%
89	COc1ccccc1CNC(=O)CC1C(=O)NCCN1C1Cc2ccccc2C1 (stereo not drawn)	15%	-2%	-2%
90	CN(CCC#N)C(=O)COC(=O)c1ccc2c(c1)C(=O)N(C1CCCCC1)C2=O	-9%	-5%	-5%
91	O=[N+]([O-])c1cccc(/C=N/NC2=NS(=O)(=O)c3ccccc32)c1	1%	1%	-3%
92	C[n+]1cccc(C(=O)N/N=C/c2ccc3c(c2)OCO3)c1	3%	-1%	-11%
93	COc1cccc(-c2ccc(NC(=O)C3CCCN(Cc4cnn(C(C)C)c4)C3)cc2)c1 (stereo not drawn)	-1%	?	-5%
94	CC(C)n1c(SCC(=O)Nc2nncs2)nnc1C1CC1	0%	-3%	-4%
95	CCOC(=O)N1C2C=C(C)[C@@H]2[C@@H]2CC(=O)N21 (stereo partly drawn)	5%	4%	-4%
96	CNc1nnc(-c2ccco2)s1	2%	1%	-4%
97	CCOc1ccc(Br)cc1C1=NN(C(C)=O)C(c2ccc([N+](=O)[O-])s2)O1 (stereo not drawn)	?	0%	-1%
98	CCOC(=O)c1c(C)[nH]c(C(=O)Cn2nnc(-c3ccccc3)n2)c1C	1%	-14%	-5%
99	COc1ccc(NS(=O)(=O)c2ccc(-n3cccn3)cc2)cc1OC	-13%	/	1%
100	Cc1ccc2[nH]c(CNC(=O)c3ccccc3F)cc2c1	-2%	0%	0%

Source: PubChem (National Center for Advancing Translational Sciences (NCATS))
